# RGS4 act = RGS4 potentiation or activation. HEK293 M3R/inducible RGS4, carbachol calcium flux Fluo4; active compounds read low. B-score at 10 µM. 0.92% of 310,000 active. AID 463111;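 active means B-score of the integrated calcium signal more than 4 SD below the library mean, with starting fluorescence not abnormally high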;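 further: negative B-score means reduced calcium response which marks RGS4 activation or potentiation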
#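 test system = HEK293 cells with stable M3R and inducible RGS4 | schedule = recording 10 s baseline at 1 Hz, 100 s post-agonist | technique = Fluo4-AM (2 µM) calcium-flux fluorescence, kinetic read | measure = Agonist-evoked peak-minus-minimum fluorescence over baseline, integrated ratio, B score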
# ANO1 block = mouse TMEM16A channel inhibition, primary screen; AID 588511; HEK293 TMEM16A/YFP iodide influx fluorescence, ionomycin; 1.2% of 310,000 active; normalized B-score (activity score, 25-100; higher = stronger inhibition) at 10 µM; Q8BHY3;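 active means ratio plate-corrected score three or more library SD toward inhibition, starting fluorescence score within five deviations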;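 further: score derived from kinetic fluorescence span divided by baseline fluorescence per well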
# MrgX1 ag = human MrgX1 receptor agonism, primary screen; MrgX1-HEK293 cells, Fluo-4 calcium fluorescence, agonist mode; active compounds read high; B-score at 10 µM; 0.44% of 310,000 active;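 active means calcium response B-score plate-corrected fluorescence ratio at least 3 library SD, with starting fluorescence B-score inside 5 SD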
#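 System: HEK293 cells stably expressing human MrgX1 receptor; Dosing: test compound in the initial addition of three; Schedule: overnight plating, then 30 min 37 °C plus 30 min room-temperature dye loading; Detection: kinetic calcium dye fluorescence, Fluo-4 NW; Controls: per-plate positive and negative controls for Z′ factor.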
# TRPC6 inh = inhibitors of mouse TRPC6 channel; B-score at 10 µM; 1.1% of 310,000 active; HEK293-TRPC6, membrane potential dye, ACh-evoked depolarization; active compounds read low; AID 2553;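 active means B-score under library mean minus 3 SD, initial fluorescence not abnormally high, positive integrated signal ratio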;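 further: B-score derived from integrated fluorescence ratio over the kinetic read; more negative B-score means stronger inhibition of depolarization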
# Target sequence (Q61143 whole entry, looked up): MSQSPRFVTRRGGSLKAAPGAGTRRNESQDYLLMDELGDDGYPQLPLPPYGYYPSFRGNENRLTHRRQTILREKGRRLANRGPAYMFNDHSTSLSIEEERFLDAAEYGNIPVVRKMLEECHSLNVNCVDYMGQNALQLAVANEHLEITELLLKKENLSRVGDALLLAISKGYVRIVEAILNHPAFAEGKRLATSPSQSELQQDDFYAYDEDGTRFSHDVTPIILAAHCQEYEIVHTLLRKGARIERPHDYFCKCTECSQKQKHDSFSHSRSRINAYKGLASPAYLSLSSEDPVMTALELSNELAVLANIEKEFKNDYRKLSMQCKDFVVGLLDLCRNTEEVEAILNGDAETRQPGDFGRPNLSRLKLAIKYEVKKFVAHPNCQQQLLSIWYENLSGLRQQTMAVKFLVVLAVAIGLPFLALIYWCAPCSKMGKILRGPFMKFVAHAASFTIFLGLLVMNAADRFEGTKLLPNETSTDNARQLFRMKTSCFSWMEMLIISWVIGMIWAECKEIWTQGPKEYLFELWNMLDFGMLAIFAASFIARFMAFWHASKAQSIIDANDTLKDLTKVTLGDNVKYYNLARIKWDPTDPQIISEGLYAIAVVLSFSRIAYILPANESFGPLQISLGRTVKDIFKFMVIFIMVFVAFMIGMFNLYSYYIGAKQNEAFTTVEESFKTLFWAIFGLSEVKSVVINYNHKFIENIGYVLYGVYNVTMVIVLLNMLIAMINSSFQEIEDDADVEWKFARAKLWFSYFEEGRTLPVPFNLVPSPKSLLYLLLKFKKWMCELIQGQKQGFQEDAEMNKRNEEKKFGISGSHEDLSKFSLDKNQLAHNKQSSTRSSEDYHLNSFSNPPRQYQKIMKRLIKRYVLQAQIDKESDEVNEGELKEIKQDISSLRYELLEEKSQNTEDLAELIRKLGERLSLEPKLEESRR
# MrgX1 allo act = allosterically activates human MrgX1 receptor signaling | Q96LB2 | AID 588675 | 0.63% of 310,000 active | B-score at 10 µM | MrgX1-HEK293, Fluo-4 calcium flux, FDSS; active compounds read high;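 active means plate-corrected calcium response at least 3 library SD above typical, normal starting fluorescence, not activating the receptor alone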;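 further: compound read alongside a low EC10 to EC30 dose of BAM8-22 agonist; peak minus trough fluorescence over baseline measured at the second addition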
# ANO1 activ = activates or potentiates the mouse TMEM16A chloride channel; Q8BHY3; HEK293 TMEM16A/YFP-H148Q/I152L, iodide quench fluorescence; active compounds read low; B-score at 10 µM; 0.3% of 340,000 active;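 active means fluorescence-ratio B-score plate-corrected deviation score at least 3 library SD below zero, with starting fluorescence score within 5 deviations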;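 further: channel opened by trigger with iodide after compound preincubation; score built on the fluorescence ratio of max minus min over baseline; more negative score means more quench and so TMEM16A activation or potentiation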
# TRPC6 act = activators of mouse TRPC6 channel; 0.13% of 310,000 active; Q61143; AID 2550; B-score at 10 µM; HEK293-TRPC6 membrane potential dye fluorescence; active compounds read high;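 active means B-score of the integrated fluorescence ratio above library mean plus 3 SD, and starting fluorescence ratio within library mean plus 5 SD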;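 further: higher score means more depolarization so channel activation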
# MrgX1 antag = human MrgX1 receptor antagonism, primary screen; Q96LB2; MRGX1-HEK293 calcium flux, Fluo-4, BAM8-22 antagonism; active compounds read low; B-score at 10 µM; 1.3% of 310,000 active;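 active means calcium-response B-score plate-corrected more than 3 library SD below zero, starting fluorescence within 5 deviations, no agonist response on first addition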;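 further: peak minus trough fluorescence over baseline after final BAM8-22 challenge near maximal dose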
# RGS4 inh = human RGS4 inhibition | HEK293 M3R/RGS4 inducible, Fluo-4 calcium flux; active compounds read high; triggered by carbachol at its EC20 | P49798 | B-score at 10 µM | 0.45% of 310,000 active;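 active means B-score, a plate-corrected calcium signal, over three deviations above library mean, with baseline fluorescence within five deviations of library mean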;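 further: RGS4 expression induced by doxycycline in cells with stable M3 receptor; B-score is computed from the integrated fluorescence ratio over baseline after carbachol; higher B-score means a larger calcium signal and so more RGS4 inhibition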
# SKKanGAS inh = blocks kanamycin growth of S. pyogenes SKKanGAS strain; BacTiter-Glo, 6 h; inhibition, % at 7.5 µM; 1.3% of 300,000 active;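 active means mean replicate score, as percent of positive control median, at least 50; inconclusive means mean below 50 but one replicate at or above 50; inactive means mean and every replicate below 50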;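 further: strain carries kanamycin resistance gene driven by streptokinase promoter and grows in 40 µg/ml kanamycin; loss of luminescence reflects streptokinase promoter inhibition or plain growth inhibition; 0% = median of DMSO wells and 100% = positive control at its reference dose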
# HDAC3 inh = inhibitors of human histone deacetylase 3. O15379. inhibition, % at 8.3 µM. 0.15% of 320,000 active. recombinant HDAC3, fluorogenic peptide/trypsin coupled, fluorescence. AID 2718; in the data active means inhibition above about 26%, passing the limit was not always enough; inconclusive means no clear call, values can overlap the other calls
# Numbers without * were called inactive; i = inactive; ? = inconclusive; · = not tested or not shown.
canonical_smiles	RGS4 act	ANO1 block	MrgX1 ag	TRPC6 inh	MrgX1 allo act	ANO1 activ	TRPC6 act	MrgX1 antag	RGS4 inh	SKKanGAS inh	HDAC3 inh
CC(NC(=O)COc1cc(=O)n(C)c2ccccc12)c1ccc2c(c1)OCCO2 (stereo not drawn)	i	i	i	i	i	i	i	i	i	-3	11
COC(=O)c1ccccc1NC(=O)NC1CC1	i	i	i	i	i	i	i	i	i	0	-8
CCc1noc(C)c1C(=O)Nc1nc(-c2cc(C)ccc2C)c(C)s1	i	i	i	i	i	i	i	i	i	15	3
CC(C)CCNC(=O)NC(=O)COC(=O)C1CCN(S(=O)(=O)c2ccccc2F)CC1	i	i	i	i	i	i	i	i	i	10	1
Cc1ccccc1N1CC(C(=O)N2CCCCCC2)CC1=O (stereo not drawn)	i	i	i	i	i	i	i	i	i	-4	-7
Nc1cc(=O)[nH]c(SCC(=O)Nc2cc(Cl)cc(Cl)c2)n1	i	i	i	i	i	i	i	i	i	0	3
COc1ccc(S(=O)(=O)NCCOc2ccccc2)cc1OC	i	i	i	i	i	i	i	i	i	0	4
CCC/C=N/NC(=O)c1[nH]c2c([N+](=O)[O-])cccc2c1C	i	i	i	i	i	i	i	i	i	-4	-5
Brc1ccccc1OCCCCN1CCCCC1	i	i	i	i	i	i	i	i	i	-9	-6
O=C1ON=C(c2ccc(Cl)cc2)/C1=C/c1ccc(O)cc1	i	i	34*	i	i	·	i	i	i	0	-4
COc1ccc(CN=C(Nc2ccccc2)SC2CC(=O)N(C)C2=O)cc1 (stereo not drawn)	i	i	i	i	i	i	i	i	i	-7	1
CCNc1nc(NCC)nc(OCCOC(=O)COc2ccc(Cl)cc2Cl)n1	i	i	i	i	i	i	i	i	i	7	?
O=C1C2CC=CCC2C(=O)N1n1cnnc1 (stereo not drawn)	i	i	i	i	i	i	i	i	i	6	-2
Cc1onc(-c2c(Cl)cccc2Cl)c1NC(=O)NC1CCSC1 (stereo not drawn)	i	i	i	i	i	i	i	i	i	-3	3
COc1cc(NC(=O)C2CCC(CNc3c(N4CCCCC4)c(=O)c3=O)CC2)cc(OC)c1 (stereo not drawn)	i	i	i	i	i	i	i	i	i	3	3
CC(C)C(=O)NCC(c1ccc2c(c1)OCO2)N1CCOCC1 (stereo not drawn)	i	i	i	i	i	i	i	i	i	-2	5
CCOC(=O)C1CCCN(S(=O)(=O)c2ccc(Br)s2)C1 (stereo not drawn)	i	i	i	i	i	i	i	i	i	-5	-1
Cc1cc(-n2c(C)cc(C(=O)CN3C(=O)NC4(CCCCCC4)C3=O)c2C)no1	i	i	i	i	i	i	i	i	i	-5	6
Cc1ccc(NC(=O)C(=O)NCC2CCCO2)cc1C (stereo not drawn)	i	i	i	i	i	i	i	i	i	-8	1
CC(C)[C@H](NC(=O)OC(C)(C)C)c1nnc(SCC(=O)Nc2ccc(Br)cc2)o1	i	i	i	i	i	i	i	i	i	-9	8
Cc1ccc(C(=O)NCc2ccccn2)cc1NC1=NC2CS(=O)(=O)CC2S1 (stereo not drawn)	i	i	i	i	i	i	i	i	i	-2	-8
CSCC[C@H](NC(=O)OC(C)(C)C)C(=O)N1CCC(C(=O)N[C@@H](C)C(=O)NCc2ccc(F)cc2)CC1	i	i	i	i	i	i	i	i	i	1	-3
Cc1ccc(N2C(=O)C3CCCN3C2=S)cc1C (stereo not drawn)	i	i	i	i	i	i	i	i	i	-2	0
CC1=C(C(=O)Nc2ccccc2)C(c2cccs2)C(C#N)=C(SCC#N)N1 (stereo not drawn)	i	i	i	i	i	i	i	i	i	15	0
COc1cc(NC(=O)C2=CC(c3ccc(C)cc3)=NS(=O)(=O)N2C)cc(OC)c1OC	i	i	i	i	i	i	i	i	i	3	3
CNC(=S)/N=C(/Nc1ccccc1)c1ccccc1	i	i	i	i	i	i	i	i	i	-5	5
CCCc1cc2c(cc1NC(=O)c1ccccc1F)OCO2	i	i	i	i	i	i	i	i	i	4	·
CCOC(=O)N1CCC(NC2CCCCCCC2)CC1	-8.1*	i	i	-8.5*	i	i	i	i	i	3	0
Cc1nnc(SCc2cc(=O)[nH]c(N3CCCCC3)n2)s1	i	i	i	i	i	i	i	i	i	-5	1
COCCCNC(=O)Cn1cc2c(n1)CCCCC2	i	i	i	i	i	i	i	i	i	-7	-5
Cc1oc2nc(SCC(=O)N3CCCCC3)nc(N)c2c1C	i	i	i	i	i	i	i	i	i	-1	-2
O=C(O)CCc1nc(-c2ccccc2Cl)no1	i	i	i	i	i	i	i	i	i	-17	-3
O=C(Nc1cnn(Cc2ccc(Cl)cc2)c1)c1ccc([N+](=O)[O-])cc1	i	i	i	i	i	i	i	i	i	-10	-3
CC(O)c1cccc(NC(=O)CCC(=O)O)c1 (stereo not drawn)	i	i	i	i	i	i	i	i	i	-4	-2
CC(=O)N(C)c1ccc(OCC(O)CN(c2ccccc2C)S(=O)(=O)c2ccc(C)cc2)cc1 (stereo not drawn)	i	i	i	i	i	i	i	i	i	-4	6
Cc1c(-n2c(SC(C)C(=O)NC(N)=O)nc3ccccc3c2=O)c(=O)n(-c2ccccc2)n1C (stereo not drawn)	i	i	i	i	i	i	i	i	i	1	-6
C=CCN1C(=O)/C(=C\c2cc(Br)c(OCc3ccccn3)c(OC)c2)SC1=S	i	i	i	i	i	i	i	i	i	8	4
COC(=O)c1ccc(COC(=O)CNC(=O)CNC(=O)c2ccc(C)cc2)cc1	i	i	i	i	i	i	i	i	i	0	1
O=[N+]([O-])c1cc(Cl)ccc1-c1nc(-c2ccncc2)no1	i	i	i	i	i	i	i	i	i	-5	-2
Brc1ccc(Oc2nnnn2-c2ccccc2)cc1	i	i	i	i	i	i	i	i	i	1	1
N#C/C(=N\Nc1ccc(S(=O)(=O)N2CCOCC2)cc1)C(N)=S	i	i	i	i	i	i	i	i	i	65*	5
COC(=O)C(C)Sc1snnc1-c1ccccc1 (stereo not drawn)	i	i	i	i	i	i	i	i	i	-3	2
CCCc1c(C)[nH]c2ccccc2c1=O	i	i	i	i	i	i	i	i	i	3	0
CS(=O)(=O)c1ccc2nc(NC(=O)CN3CCOCC3)sc2c1	i	i	i	i	i	i	i	i	i	5	-9
CC12CCC(C(=O)NNC(=O)c3ccc(Br)cc3)(OC1=O)C2(C)C (stereo not drawn)	i	i	i	i	i	i	i	i	i	6	-4
Cc1c(NC(=O)CSCc2ccco2)c(=O)n(-c2ccccc2)n1C	i	i	i	i	i	i	i	i	i	-19	-2
COc1ccc2c(c1)CCN=C2Cc1ccc(OC)c(OC)c1	i	i	i	i	i	i	i	i	i	0	-23
CCCCN(CC(=O)NCCOC)C(=O)Cn1nnc2ccccc21	i	i	i	i	i	i	i	i	i	-27	-1

# Quoted from the listing:
# `Brc1ccc(Oc2nnnn2-c2ccccc2)cc1` | HDAC3 inh = 1
# `CCc1noc(C)c1C(=O)Nc1nc(-c2cc(C)ccc2C)c(C)s1` | HDAC3 inh = 3

# Continued.
canonical_smiles	RGS4 act	ANO1 block	MrgX1 ag	TRPC6 inh	MrgX1 allo act	ANO1 activ	TRPC6 act	MrgX1 antag	RGS4 inh	SKKanGAS inh	HDAC3 inh
CC(=O)Nc1ccc(/C(C)=N/NC(=O)c2ccccc2Cl)cc1	i	i	i	i	i	i	i	i	i	3	-1
COc1ccc(-c2csc(NC3OC(=O)c4ccccc43)n2)cc1 (stereo not drawn)	i	i	i	i	i	i	i	i	i	3	-1
CCOc1ccc(-c2c(C)n([O-])c3c([n+]2=O)CCCC3)cc1	i	i	i	i	i	i	i	i	i	0	1
CC1C(=O)Nc2ccccc2N1C(=O)c1ccc(Cl)cc1 (stereo not drawn)	i	i	i	i	i	i	i	i	i	0	6
C#CCn1c(S(=O)(=O)Cc2ccc(F)cc2)nc(-c2ccccc2)c1-c1ccccc1	i	i	i	i	i	i	i	i	i	7	16
CCN1CCN(S(=O)(=O)c2ccc(OC)c(Br)c2)CC1	i	i	i	i	i	i	i	i	i	-7	-2
Cc1cccc(C(=O)NC(=S)NNC(=O)COc2ccc(Cl)cc2)c1	-11*	·	·	i	·	i	i	·	i	62*	·
Nc1nonc1-n1nnc(C(=O)N/N=C/c2ccccc2Cl)c1-c1ccc2c(c1)OCO2	i	i	i	i	i	i	i	i	i	0	-4
CCOc1ccc(NC(=O)C2C3C=CC4(O3)C2C(=O)N(Cc2cccnc2)C4C(=O)NC2CCCCC2)cc1 (stereo not drawn)	i	i	i	i	i	i	i	i	i	-8	1
COc1ccc(/C=N/n2nnnc2N)c(OC)c1	i	i	i	i	i	·	i	i	i	-8	0
CN(C)S(=O)(=O)n1cc(/C=C(\NC(=O)c2ccccc2Cl)C(=O)N2CCCC2)c2ccccc21	i	i	i	i	i	i	i	i	i	4	-6
CC(CCN1CCN=C1N(C)C)c1ccccc1 (stereo not drawn)	·	i	i	·	i	i	·	i	·	·	-3
Cn1c(=NC(=O)c2cnccn2)sc2ccccc21	i	i	i	-6.7*	i	i	i	i	i	3	2
CNC(=O)c1c(NC(=O)CCS(=O)(=O)c2ccc(C)cc2)sc(C)c1C	i	i	i	i	i	i	i	i	i	15	·
COc1cccc(N2CC(C(=O)Nc3nnc(SCCC4OCCO4)s3)CC2=O)c1 (stereo not drawn)	i	i	i	i	i	i	i	i	i	2	0
COc1ccccc1CNc1ncccn1	i	i	i	i	i	i	i	i	i	-2	6
COc1ccc(Nc2nccc(N(C)C)c2C#N)cc1	i	i	i	i	i	i	i	i	i	-6	-6
CCCCC1=NC2(CCCC2)C(=O)N1Cc1ccc(-c2ccccc2-c2nn[nH]n2)cc1	i	i	i	i	i	·	i	i	i	1	-8
CS(=O)(=O)Nc1ccc(C(=O)NCCSCc2ccco2)cc1	i	i	i	i	i	i	i	i	i	-7	13
